Tb MetRS inh – Trypanosoma brucei MetRS inhibition; AID 624268; purified T. brucei MetRS, ATP depletion, Kinase-Glo luminescence; inhibition, % at 11.9 µM; actives 0.4% (n = 360,000);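 active = inhibition above a per-plate cutoff of the control wells' mean inhibition plus 3 SD, cut at about 5.5% in these data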;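 also: 0% = DMSO wells median and 100% = median of wells with control inhibitor compound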
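Dosing: 11.9 µM single point; system: parasite MetRS enzyme; technique: luminescence of leftover ATP; times: 15 min enzyme-compound preincubation, 2 h reaction, 10 min detection, 25 °C; replicates: each compound tested once; read-out basis: percent inhibition relative to median high and low control wells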
Rpn11 block – Rpn11 (human) deubiquitinase inhibition | human 26S proteasome, Ub4-pepOG fluorescence polarization; 20S core pre-blocked with epoxomicin | calls only at 20 µM | actives 0.59% (n = 360,000) | AID 588493;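 active = inhibition at 20 µM, scaled to each plate's controls, above about 33%, limit read from the data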
Target sequence (O00487 whole entry, looked up): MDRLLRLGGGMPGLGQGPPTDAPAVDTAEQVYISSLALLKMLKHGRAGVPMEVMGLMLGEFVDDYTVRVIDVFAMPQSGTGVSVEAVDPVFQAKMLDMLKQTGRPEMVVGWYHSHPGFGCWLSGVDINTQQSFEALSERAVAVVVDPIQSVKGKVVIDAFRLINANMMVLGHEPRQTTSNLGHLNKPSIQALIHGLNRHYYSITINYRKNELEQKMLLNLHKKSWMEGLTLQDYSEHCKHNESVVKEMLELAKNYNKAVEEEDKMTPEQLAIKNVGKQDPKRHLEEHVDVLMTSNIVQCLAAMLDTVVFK
CSN deneddyl inh – inhibitors of human CSN-mediated cullin deneddylation. Q92905. Purified CSN, SCF-Nedd8-OG deneddylation, fluorescence polarization. inhibition, % at 12.5 µM. actives 0.38% (n = 360,000). AID 651999;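 active = pattern-corrected inhibition above about 35%, with an unprinted fluorescence ratio check between 0.5 and 1.5, limit read from the data, passing the limit was not always enough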;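 also: 0% = enzyme with substrate and 100% = substrate without enzyme; some results filed as inactive read as strong as hits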
Target sequence (Q92905 whole entry, looked up, one chain of several): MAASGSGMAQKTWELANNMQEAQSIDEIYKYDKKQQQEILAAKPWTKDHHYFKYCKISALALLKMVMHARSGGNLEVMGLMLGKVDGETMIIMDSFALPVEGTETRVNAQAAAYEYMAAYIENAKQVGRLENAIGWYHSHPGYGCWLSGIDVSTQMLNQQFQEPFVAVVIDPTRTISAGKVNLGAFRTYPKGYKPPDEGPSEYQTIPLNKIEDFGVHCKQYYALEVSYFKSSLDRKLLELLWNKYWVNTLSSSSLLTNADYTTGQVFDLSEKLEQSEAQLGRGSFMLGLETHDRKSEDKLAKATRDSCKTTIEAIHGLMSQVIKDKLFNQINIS
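assay system = purified human Csn5 enzyme expressed in HEK293T cells | amount = 0.24 nM enzyme | buffer or medium = Tris/NaCl/DTT buffer, pH 7.5 | reagent = 10 nM SCFSkp2-Nedd8OG | compound = one concentration, 12.5 µM, 0.25% DMSO | times = 90 min reaction at room temperature | signal = FP | read-out basis = % inhibition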
NadD block – blocks S. aureus nicotinate mononucleotide adenylyltransferase; purified NadD enzyme, colorimetric absorbance read-out; inhibition, % at 20 µM; actives 0.78% (n = 360,000); in the data active = inhibition above about 26%; also: some compounds past the cut are filed as inactive
LMPTP inh – LMPTP (human) inhibition | actives 0.22% (n = 360,000) | AID 651560 | inhibition, % at 20 µM | P24666 | recombinant LMPTP-A, OMFP fluorogenic substrate, fluorescence intensity;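 active = compounds that cut the enzyme signal by at least half of the control window in the single-dose screen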;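 also: plate controls were DMSO wells with enzyme plus substrate for no effect and substrate without enzyme for full effect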
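Test system: LMPTP-A phosphatase enzyme. Amount: LMPTP-A at 0.625 nM final in the reaction. Reagent: OMFP substrate, 400 µM final. Times: 50 min at room temperature. Signal: endpoint fluorescence intensity from OMFP dephosphorylation. Read-out basis: % inhibition. Benchmarks: no-enzyme and uninhibited controls.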
MsrA inh – bovine MsrA inhibition | actives 0.75% (n = 360,000) | purified bovine MsrA, absorbance read-out | inhibition, % at 15.5 µM | AID 651718; in the data active = inhibition above about 4.5%;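 also: 0% = vehicle wells with enzyme and 100% = reference inhibitor wells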
Scp1 inh – blocks human Scp-1 phosphatase activity; Q9GZU7; Recombinant Scp1, phosphopeptide, malachite green phosphate absorbance; inhibition, % at 20 µM; actives 0.88% (n = 340,000); AID 493091;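 active = inhibition above about 50% at 20 µM, limit read from the data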;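 also: plate controls were DMSO wells with enzyme for no effect and wells lacking enzyme for full effect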
Target sequence (Q9GZU7 76-261 limits assumed): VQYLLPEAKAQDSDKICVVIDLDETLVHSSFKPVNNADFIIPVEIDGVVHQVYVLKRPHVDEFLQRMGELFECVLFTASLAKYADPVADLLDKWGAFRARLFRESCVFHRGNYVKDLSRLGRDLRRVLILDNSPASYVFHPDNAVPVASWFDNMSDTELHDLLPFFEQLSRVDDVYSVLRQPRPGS
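assay system = SCP-1 phosphatase catalytic domain, residues 76-261 | buffer or medium = 50 mM Tris acetate pH 5.5, 0.005% Tween-20, 10 mM MgCl2 | incubation = enzyme reaction 45 min at room temperature, colour 5 min, stabilisation 30 min | signal = Phosphate-binding colour reagent, absorbance read at 630 nm | measure = % inhibition at 20 µM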
SUMO1 PPI mod – alters human SUMO1 binding to SIM partners; P63165; SUMO1 binding to a labelled peptide, TR-FRET, 1 h; inhibition, % at 20 µM; actives 0.33% (n = 360,000); AID 602429; in the data active = inhibition above about 37%
Target sequence (P63165 whole entry, looked up): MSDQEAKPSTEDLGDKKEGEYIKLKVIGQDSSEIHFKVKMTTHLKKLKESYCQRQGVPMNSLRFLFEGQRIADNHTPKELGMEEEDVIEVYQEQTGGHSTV
STEP block – STEP (human) phosphatase inhibition | AID 588621 | recombinant STEP, OMFP fluorogenic substrate, fluorescence | inhibition, % at 20 µM | actives 0.25% (n = 360,000);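 active = inhibition at 20 µM, scaled per plate between control wells, above about 37%, limit read from the data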;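 also: 0% = DMSO with enzyme and substrate and 100% = substrate only without enzyme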
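medium = Bis-Tris buffer pH 6.0, 2.5 mM DTT, 0.005% Tween 20 | test system = STEP (striatal-enriched tyrosine phosphatase) enzyme, cell-free | measure = normalized % inhibition | compound dosing = 20 µM, 1% DMSO | also added = 25 µM OMFP | schedule = reaction 20 min, ambient temperature | measured by = fluorescence read at 480 nm ex / 540 nm em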
DNMT1 inh – DNMT1 (human) enzyme inhibition; P26358; DNMT1 molecular beacon, Hinp1I cleavage, fluorescence; inhibition (reported as % activation of signal), % at 10 µM; actives 0.83% (n = 360,000); in the data active = inhibition above about 50%
* marks the source's active call; other numbers are inactive results; i = inactive; x = no result given.

Structure	Tb MetRS inh	Rpn11 block	CSN deneddyl inh	NadD block	LMPTP inh	MsrA inh	Scp1 inh	SUMO1 PPI mod	STEP block	DNMT1 inh
O=C1OCCN1C(=O)[C@H]1[C@H](c2ccc(F)cc2)C(c2cccc(Cl)c2)=NN1c1ccc(Br)cc1	0.1	i	0	20	3.3	3.5	-5	6	0	-26
Cc1ccc(N(CC(=O)NC2CCCC2)C(=O)CNC(=O)c2cccs2)cc1C	-1.1	i	8	-5	-0.9	2.7	20	0	-1	3
Cc1ccc2[nH]c(=O)c(COC(=O)c3ccccn3)cc2c1	-1.7	i	1	0	-0.5	0.4	3	4	-4	3
Cc1cnc(NC(=O)c2ccc(-c3nc4ccccc4s3)o2)s1	-0.5	i	-2	5	3.7	0.6	-2	-8	0	-4
COc1ccc(-c2csc(Nc3ccccn3)n2)cc1	-0.1	i	-1	-6	3.1	0.2	-5	3	-2	-1
Cc1cc2sc(NC(=O)c3ccco3)nc2cc1Cl	-0.2	i	0	1	-0.3	1.3	-5	-3	2	-1
NC(=O)c1ccc(-n2nnnc2SCC(=O)c2ccc(O)c(O)c2)cc1	-0.3	i	-7	3	5.6	1.3	12	15	7	6
CSc1nc2ncc3c(n2n1)CC(C)(C)CC3=O	0.0	i	4	-3	0.3	0.6	-5	-2	-2	-1
CCOc1ccc(CCNC(=O)CN2C(=O)NC3(CCc4ccccc43)C2=O)cc1OCC (configuration not stated)	-0.1	i	0	-5	-0.4	-0.2	-8	5	-2	-1
O=C(OCc1cn([C@H]2CN(CC3CCCCC3)[C@@H](c3ccc(Cl)cc3)C[C@@H]2O)nn1)c1ccccc1	0.3	i	-3	-3	1.5	0.6	x	7	2	-26
CCOC(=O)c1c(C)[nH]c(N=Nc2cc(C(=O)O)cc(C(=O)O)c2)c1C	0.0	i	12	4	0.7	1.7	21	-4	0	21
COc1ccccc1NC(=O)c1ccc(NC(=O)COC(=O)c2cncc(Br)c2)cc1	-0.2	i	3	12	1.4	0.1	-2	-46	-2	-14
CCc1c(C)nc(N2CCN(c3ccc(OC)cc3)CC2)[nH]c1=O	-1.7	i	4	0	-1.7	-1.8	-4	4	1	-1
Cc1ccc2c(c1)-c1cc(C)nn1C(c1ccc3c(c1)OCO3)N2 (configuration not stated)	-1.2	i	-1	-2	0.6	-0.7	-8	1	0	-3
Cc1ccc(S(=O)(=O)NCC(=O)NCC(=O)NC(C)c2ccccc2Br)cc1C (configuration not stated)	-0.4	i	-1	-4	-0.5	0.8	-2	0	0	-1
Cc1ccc(C(C(=O)NC(C)(C)C)N(Cc2cccs2)C(=O)c2ccc3c(c2)OCCO3)cc1 (configuration not stated)	-0.8	i	6	6	2.3	0.2	-7	-2	0	-8
O=S(=O)(NCC(c1ccccc1)N1CCC(O)CC1)c1ccc(Cl)cc1 (configuration not stated)	-0.6	i	-1	-6	-2.5	1.1	-7	-2	2	0
Cc1ccccc1-n1nc2c(c1NC(=O)/C=C\c1ccc3c(c1)OCO3)CSC2	-0.1	i	3	28	2.6	2.5	-16	-1	1	-4
O=C1C=CC(c2c[nH]c3ccccc23)CC1 (configuration not stated)	-0.5	x	-5	12	-0.6	1.6	x	-2	x	x
OCCC1CN(Cc2cccn2-c2cccnc2)CCN1CCc1ccccc1 (configuration not stated)	-0.6	i	-3	-5	0.3	0.3	-7	-6	-2	1

Sorted by SMILES length (low to high): some entries from above
Structure	Tb MetRS inh	Rpn11 block	CSN deneddyl inh	NadD block	LMPTP inh	MsrA inh	Scp1 inh	SUMO1 PPI mod	STEP block	DNMT1 inh
OCCC1CN(Cc2cccn2-c2cccnc2)CCN1CCc1ccccc1 (configuration not stated)	-0.6	i	-3	-5	0.3	0.3	-7	-6	-2	1
Cc1ccc2c(c1)-c1cc(C)nn1C(c1ccc3c(c1)OCO3)N2 (configuration not stated)	-1.2	i	-1	-2	0.6	-0.7	-8	1	0	-3
COc1ccccc1NC(=O)c1ccc(NC(=O)COC(=O)c2cncc(Br)c2)cc1	-0.2	i	3	12	1.4	0.1	-2	-46	-2	-14

(further entries)
Structure	Tb MetRS inh	Rpn11 block	CSN deneddyl inh	NadD block	LMPTP inh	MsrA inh	Scp1 inh	SUMO1 PPI mod	STEP block	DNMT1 inh
CCCCNC(=S)NNC(=O)c1ccncc1	2.7	i	1	6	0.3	0.8	4	-2	3	1
CC(NC(=O)c1ccc(NC(=O)CC2SC(N3CCCC3)=NC2=O)cc1)c1ccc(F)cc1 (configuration not stated)	0.5	i	0	9	-0.7	-0.5	7	2	3	3
OC(COc1ccccc1)CN1CCN(C(c2ccccc2)c2ccccc2)CC1 (configuration not stated)	-0.7	i	-1	-8	0.3	0.2	-2	1	2	2
COC(=O)c1ccccc1NC(=O)CSc1nc(Nc2ccccc2)nc(N2CCOCC2)n1	0.0	i	1	5	3.1	0.3	-2	3	1	-6
O=C(NCc1csc(-c2cccs2)n1)c1ccsc1	-0.3	i	3	-4	-1.4	1.2	-13	-19	2	-3
O=C(O)CCc1ccc(-c2cccs2)n1-c1ccc(C(=O)O)cc1	-0.6	i	2	0	-0.9	0.6	-2	0	1	9
CN(CC(=O)Nc1cccc2ccccc12)c1ccc(S(=O)(=O)N2CCOCC2)cn1	-2.2	i	-3	1	-0.9	0.8	2	-4	-6	-1
CCc1nc2ccc(C(=O)N3CCN(c4cccc(Cl)c4)CC3)cc2nc1CC	0.0	i	-3	1	3.7	0.3	-2	1	4	-5
CN1CCN(c2oc(/C=C/c3ccccc3)nc2C#N)CC1	-0.3	i	-3	-3	-1.4	2.1	-9	-3	-2	2
Cc1cc(C)c(OCCN2CC(C)OC(C)C2)c(Br)c1 (configuration not stated)	0.4	i	-5	-5	0.1	0.1	1	0	-3	0

A different layout for some results above:
Under each structure: Tb MetRS inh	Rpn11 block	CSN deneddyl inh	NadD block	LMPTP inh	MsrA inh	Scp1 inh	SUMO1 PPI mod	STEP block	DNMT1 inh
O=C1C=CC(c2c[nH]c3ccccc23)CC1 (configuration not stated)
  -0.5	x	-5	12	-0.6	1.6	x	-2	x	x
OCCC1CN(Cc2cccn2-c2cccnc2)CCN1CCc1ccccc1 (configuration not stated)
  -0.6	i	-3	-5	0.3	0.3	-7	-6	-2	1
CCCCNC(=S)NNC(=O)c1ccncc1
  2.7	i	1	6	0.3	0.8	4	-2	3	1
CC(NC(=O)c1ccc(NC(=O)CC2SC(N3CCCC3)=NC2=O)cc1)c1ccc(F)cc1 (configuration not stated)
  0.5	i	0	9	-0.7	-0.5	7	2	3	3
OC(COc1ccccc1)CN1CCN(C(c2ccccc2)c2ccccc2)CC1 (configuration not stated)
  -0.7	i	-1	-8	0.3	0.2	-2	1	2	2
COC(=O)c1ccccc1NC(=O)CSc1nc(Nc2ccccc2)nc(N2CCOCC2)n1
  0.0	i	1	5	3.1	0.3	-2	3	1	-6
O=C(NCc1csc(-c2cccs2)n1)c1ccsc1
  -0.3	i	3	-4	-1.4	1.2	-13	-19	2	-3
O=C(O)CCc1ccc(-c2cccs2)n1-c1ccc(C(=O)O)cc1
  -0.6	i	2	0	-0.9	0.6	-2	0	1	9
CN(CC(=O)Nc1cccc2ccccc12)c1ccc(S(=O)(=O)N2CCOCC2)cn1
  -2.2	i	-3	1	-0.9	0.8	2	-4	-6	-1

Continued:
Structure	Tb MetRS inh	Rpn11 block	CSN deneddyl inh	NadD block	LMPTP inh	MsrA inh	Scp1 inh	SUMO1 PPI mod	STEP block	DNMT1 inh
CCN(CC)C(=O)CSc1nnc(-c2cnccn2)n1-c1ccc(C)cc1	-0.2	i	4	-6	-1.3	-0.2	-7	2	2	4
O=C(Nc1ccc(Cl)cc1)c1csc([C@@H]2C[C@H](O)[C@@H](CO)O2)n1	-0.3	i	-2	-4	-0.4	-1.0	x	0	-2	14
Cc1cnn(-c2cc(N/N=C/c3ccccc3)ncn2)c1	-1.0	i	2	10	0.7	x	-9	-1	-1	8
COc1cccc(-c2nnc(SCc3nc4ccccc4s3)n2C)c1	-1.3	i	2	2	-2.8	-1.4	-4	2	2	-2
COC(=O)c1ccc(C)c(NC(=O)CSc2nc3[nH]c(=O)cc(O)c3s2)c1	-0.2	i	0	1	0.8	0.8	-8	3	2	-1
C=CCN1CN(S(=O)(=O)c2cccs2)c2nc3ccccc3nc21	-0.5	i	7	0	0.0	1.9	-7	-3	9	-2
OC(COc1ccc(CN2CCCCO2)cc1)CN1CCCCC1 (configuration not stated)	0.8	i	-3	-1	1.7	1.4	1	3	2	-2
COc1cccc(-c2csc(N3CCN(C(=S)Nc4ccccc4OC)CC3)n2)c1	-0.3	i	1	3	0.3	-0.6	-5	0	4	-7
COc1ccccc1C(=O)C1CCCN(Cc2cccc(OCCO)c2)C1 (configuration not stated)	-0.1	i	3	-7	-1.2	-0.6	-11	-2	1	0
COc1ccc(C2CC(c3ccccc3C)n3nc(N)nc3N2)cc1 (configuration not stated)	-0.4	i	5	-3	-0.8	0.2	0	8	-3	0
O=C(NNC(=O)c1ccccc1[N+](=O)[O-])c1ccccc1[N+](=O)[O-]	-0.6	i	-5	-8	-0.3	1.3	-2	-3	-1	-1
O=C(c1ccc(S(=O)(=O)Cc2ccccc2Cl)c([N+](=O)[O-])c1)N1CCOCC1	0.4	i	-5	-4	-2.0	0.5	-5	-32	-5	2

Screening results (PubChem BioAssay)
